Compound activity as filed in PubChem BioAssay.
MRP1 act = H69AR viability gain despite doxorubicin, primary screen, MRP-1 activator project, H69AR cells, CellTiter-Glo | viability rescue | viability increase, % at 10 µM | 0.61% of 140,000 active;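 active = viability gain under doxorubicin at or above a set limit, the compound median plus 3 SD, cut at about 4.7% in these data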;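 also: MRP-1 overexpressing cells given doxorubicin 25 µM after compound pretreatment; 18-22 h compound pretreatment then 72 h with doxorubicin before readout; 0% = doxorubicin-only wells and 100% = vehicle-treated cells without doxorubicin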
GALR2 blocker = GALR2 antagonists in receptor-expressing cells, primary screen | inhibition, % at 4 µM | antagonist mode | Galanin receptor type 2 (Homo sapiens), O43603 | 0.39% of 140,000 active; in the data active = inhibition above about 27%;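 also: cells stimulated with galanin 1-16 at roughly its EC80; 0% = agonist challenge control and 100% = basal control without agonist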
Target sequence (O43603 whole entry, looked up): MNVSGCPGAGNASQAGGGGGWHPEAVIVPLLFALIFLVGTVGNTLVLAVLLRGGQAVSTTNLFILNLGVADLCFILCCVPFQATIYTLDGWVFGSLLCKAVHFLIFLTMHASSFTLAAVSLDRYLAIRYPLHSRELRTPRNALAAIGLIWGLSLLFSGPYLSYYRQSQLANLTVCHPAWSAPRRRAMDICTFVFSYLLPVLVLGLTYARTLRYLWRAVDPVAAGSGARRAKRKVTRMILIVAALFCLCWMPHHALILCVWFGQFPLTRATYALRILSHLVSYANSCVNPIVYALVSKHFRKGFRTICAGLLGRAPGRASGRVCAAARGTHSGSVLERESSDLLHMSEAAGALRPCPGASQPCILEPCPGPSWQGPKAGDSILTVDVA
Phagocyt inh = inhibitors of macrophage phagocytosis, primary screen, imaging, J774A.1 cells, IgG beads; J774A.1 macrophage IgG-bead phagocytosis; inhibition, % at 5 µM; 0.07% of 110,000 active;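 active = inhibition above the mean of the plate negative controls plus 5 SD, cut at about 13% in these data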;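 also: phagocytic index as fraction of beads internalized from green versus red external bead signal; plate controls were DMSO negative control for no effect and cytochalasin-D positive control for full effect; some results beyond the cut were filed as inactive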
NPY-Y2 antag = NPY-Y2 receptor antagonists, primary screen, cell-based; inhibition, % at 2.7 µM; 0.99% of 140,000 active; NPY-Y2 expressing cells, antagonist mode; in the data active = inhibition above about 17%;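 also: 0% = vehicle with agonist challenge and 100% = reference antagonist with challenge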
Target sequence (P49146 whole entry, looked up): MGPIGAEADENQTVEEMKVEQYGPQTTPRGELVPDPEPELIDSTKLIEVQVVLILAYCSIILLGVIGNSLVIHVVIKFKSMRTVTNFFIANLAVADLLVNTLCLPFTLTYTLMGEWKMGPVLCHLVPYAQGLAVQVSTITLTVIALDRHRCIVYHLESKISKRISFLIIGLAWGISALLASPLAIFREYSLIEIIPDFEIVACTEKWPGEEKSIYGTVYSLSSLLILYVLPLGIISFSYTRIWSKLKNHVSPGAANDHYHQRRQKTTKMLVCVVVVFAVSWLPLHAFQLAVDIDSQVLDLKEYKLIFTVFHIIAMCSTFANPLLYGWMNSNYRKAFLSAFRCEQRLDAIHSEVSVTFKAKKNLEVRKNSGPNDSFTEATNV
HCT116 PTEN-null = growth suppression of PTEN-null HCT116, primary screen, cell-based, CellTiter-Glo; HCT116 PTEN-null viability, 60 h; stronger effect = lower value; viability, % at 10 µM; 1.2% of 140,000 active;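 active = viability at or below a set limit, 4 SD under the median of all tested compounds, cut at about 3.7% in these data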;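 also: PTEN knockout HCT116 line with beta catenin targeted HCT116 as companion control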
E-sel TNF inh = E-selectin induction blockers in HUVEC – imaging, immunofluorescence, high content, primary screen | HUVEC TNFa-induced E-selectin immunofluorescence | 0.71% of 120,000 active | inhibition, % at 2 µM;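 active = inhibition above the batch mean plus 3 SD, and confirmed as a hit on visual image review, cut at about 43% in these data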;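 also: 0% = TNF-stimulated DMSO wells and 100% = unstimulated control wells; not every result past the cut was called active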
Measles CPE = compounds protecting cells from measles virus cytopathic effect, primary screen, measles RdRp inhibitor project, single point, MLSMR library, absorbance. Measles virus-infected cells, CPE protection. protection (pct of control), % at 4 µM. 1.5% of 140,000 active. AID 841, 2007; in the data active = protection mostly above about 24%, no sharp cut-off; inactive = mostly below about 26%; also: some compounds called inactive have numbers as strong as hits
Yeast lifespan up = compounds extending yeast replicative lifespan, primary screen, S. cerevisiae, OD615; S. cerevisiae growth with nicotinamide; deaD strain in restrictive glucose medium; inhibition of the nicotinamide effect, % at 10 µM; 0.68% of 130,000 active; AID 775, 2007;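 active = inhibition above a set limit, placed 3 SD over the median of all compounds, cut at about 26% in these data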;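 also: 0% = nicotinamide-treated wells and 100% = cells grown without nicotinamide; some compounds called inactive have numbers as strong as hits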
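Material: Modified budding yeast, DeaD strain | Medium: Restrictive glucose medium | Probe or stimulus: 1.5 mM nicotinamide | Dosing: Single dose 10 µM compound, 0.25% DMSO | Times: 48 h at 30 °C | Technique: OD615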
BB579 growth dn = growth inhibitors of yeast BB579 in restrictive medium, primary screen, yeast lifespan-shortening project, S. cerevisiae. OD615, 48 h. 0.51% of 140,000 active. inhibition, % at 10 µM;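 active = inhibition above a set limit, 3 SD over the mean compound inhibition, cut at about 44% in these data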; also: inactives centre near -24
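Detection: OD615 turbidity measurement; Material: Saccharomyces cerevisiae DeaD strain BB579, replicative lifespan model yeast; Timing: 48 h exposure, 30 °C; Doses: single 10 µM dose; Medium: CSMM-D restrictive synthetic medium containing dextrose (glucose); Controls: amphotericin B at 10 µg/mL as positive control.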
bCat KO growth = primary screen for growth suppressors in beta-catenin knockout HCT116 cells (colon tumor, human); viability, % at 10 µM; 1.5% of 140,000 active; AID 818, 2007; HCT116 beta-catenin knockout viability, CellTiter-Glo, 60 h; stronger effect = lower value;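 active = viability at or under a set limit, the compound median less 4 SD, cut at about 6% in these data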;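 also: 0% = Hyamine 1622 control at 20 µM and 100% = untreated cell control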
The depositor's hits bear a star; x = no result given.

1: Cc1ccc(/C=N/NC(=O)Cn2cnc3c2c(=O)n(C)c(=O)n3C)s1
2: COC(=O)c1ccc(NC(=S)NCCc2ccccc2C)cc1
3: O=C(c1ccc(Cl)cc1)N(Cc1cccs1)C1CCS(=O)(=O)C1 (centres undefined)
4: CCSC1=NCN(CCCC(=O)O)CN1
5: CC1=C(C(=O)N2CCOCC2)C(c2ccc(O)cc2)NC(=S)N1 (centres undefined)
6: O=C(O)CCc1nn2cnc3sc4c(c3c2nc1=O)CCCC4
7: CCN1CCc2nc(NC(=O)C(c3ccccc3)c3ccccc3)sc2C1
8: CCOC(=O)N1CCN(C(=O)C2CCN(S(=O)(=O)CC)CC2)CC1

Compound	1	2	3	4	5	6	7	8
MRP1 act	-1.0	-3.3	-2.5	0.5	1.1	-2.0	-1.5	-2.2
GALR2 blocker	13	-2	3	2	-7	-11	-8	-11
Phagocyt inh	-3	-7	0	1	7	-2	-1	0
NPY-Y2 antag	4	5	1	1	2	0	3	2
HCT116 PTEN-null	107	80	101	96	93	105	80	102
E-sel TNF inh	-6	6	-49	-3	3	-1	37	x
Measles CPE	3	16	20	9	5	11	7	10
Yeast lifespan up	0	-6	-5	-3	-1	-5	-3	-4
BB579 growth dn	-28	-18	4	-47	-11	-2	-87	-12
bCat KO growth	106	73	101	99	102	101	71	90

9: COc1cc(C(=O)N2CCN(C(=O)c3ccccc3)CC2)cc(OC)c1OC
10: O=C(CCc1ccc(S(=O)(=O)NC2CCCCC2)cc1)N(Cc1ccccc1)Cc1ccccc1
11: CCOC(=O)c1cc2sccc2n1CC(=O)Nc1ccc(OC)cc1
12: c1cncc(-c2nnc3sc(C4CCCCC4)nn23)c1
13: COc1cc(C(=O)Nc2cc(-c3nc4cc(C)ccc4o3)ccc2C)cc(OC)c1OC
14: CCOc1ccc2c(C)cc(=O)oc2c1OCC
15: CCOC(=O)c1c(N)sc(-c2ccccc2)c1C
16: COCCn1nnnc1C(c1ccccn1)N1CCN(c2cccc(C)c2C)CC1 (centres undefined)

Compound	9	10	11	12	13	14	15	16
MRP1 act	-1.6	-4.4	-1.9	-1.5	-0.6	-1.2	-2.0	-3.3
GALR2 blocker	12	-7	-1	0	-8	1	0	6
Phagocyt inh	-1	x	-3	-1	1	x	x	x
NPY-Y2 antag	0	0	3	2	0	-3	2	7
HCT116 PTEN-null	98	47	88	97	88	93	101	92
E-sel TNF inh	34	10	-11	-9	x	1	38	-32
Measles CPE	6	15	26	31	10	10	2	26
Yeast lifespan up	-7	2	-1	-28	-12	-19	x	x
BB579 growth dn	-28	-19	-30	-19	-45	-28	-1	4
bCat KO growth	96	54	88	102	97	102	85	95

Record cards, from the list above. Order of values: MRP1 act | GALR2 blocker | Phagocyt inh | NPY-Y2 antag | HCT116 PTEN-null | E-sel TNF inh | Measles CPE | Yeast lifespan up | BB579 growth dn | bCat KO growth
Shown for CCOC(=O)c1c(N)sc(-c2ccccc2)c1C = -2.0 | 0 | x | 2 | 101 | 38 | 2 | x | -1 | 85
Shown for COc1cc(C(=O)N2CCN(C(=O)c3ccccc3)CC2)cc(OC)c1OC = -1.6 | 12 | -1 | 0 | 98 | 34 | 6 | -7 | -28 | 96
Shown for CCOc1ccc2c(C)cc(=O)oc2c1OCC = -1.2 | 1 | x | -3 | 93 | 1 | 10 | -19 | -28 | 102

(more compounds)
17: CCOc1ccccc1N(CC(=O)Nc1ccc2c(c1)OCCO2)S(C)(=O)=O
18: C/C(N)=C(/C#N)C(=O)CSc1nc2ccccc2[nH]1
19: CCCCn1c(SCC(=O)N2CC(C)CC(C)C2)nc2cc(S(N)(=O)=O)ccc21 (centres undefined)
20: COc1ccc(CNCCC(c2ccc(F)cc2)c2ccc(OC)cc2)cc1 (centres undefined)
21: CSc1nc(Sc2ccccc2)c2ccccc2n1
22: CCOc1ccc(OCCSc2nc(C)cc(=O)[nH]2)cc1
23: Cc1cc(Br)c2[nH]c3c(c2c1)CCCC3=O
24: Cc1ccccc1NCc1ccc(O)c2ncccc12

Compound	17	18	19	20	21	22	23	24
MRP1 act	-1.4	-0.2	0.0	-4.4	-1.9	-0.8	-2.0	-6.3
GALR2 blocker	10	-8	3	10	4	11	-7	1
Phagocyt inh	0	-1	-1	x	0	-1	-2	x
NPY-Y2 antag	-1	3	2	12	6	-2	3	4
HCT116 PTEN-null	103	100	111	9	79	107	73	11
E-sel TNF inh	x	-10	-51	x	-25	27	10	-13
Measles CPE	8	4	9	12	22	8	20	5
Yeast lifespan up	-4	-6	-9	1	-20	42	-19	x
BB579 growth dn	-68	-7	-4	5	-48	-99	-20	-26
bCat KO growth	94	93	99	1.9*	91	109	86	12

25: Cc1c(C#N)c(N=CN(C)C)c(C(=O)c2ccc(Br)cc2)n1-c1ccccc1
26: CC(C)CC(COCc1ccc(Cl)cc1)N1CCN(C(=O)c2ccc(Cl)cc2Cl)CCC1=O (centres undefined)
27: CCn1c(COc2ccc(C)cc2)nnc1SCC(=O)Nc1ccc2c(c1)OCCO2
28: Cc1ccccc1-c1noc(-c2cccs2)n1
29: COc1ccc(CC(=O)Nc2ccc(S(=O)(=O)Nc3cc(C)on3)cc2)cc1OC
30: O=C(CN1CCN(CC(=O)Nc2ccccc2C(F)(F)F)CC1)Nc1ccccc1F
31: CC(C)n1cnc2cc(NCc3ccccn3)ccc21
32: CC1(C)CC(CC(=O)Nc2ccccc2[N+](=O)[O-])C(=O)O1 (centres undefined)

Compound	25	26	27	28	29	30	31	32
MRP1 act	-3.0	-3.8	0.1	-4.6	-1.3	-1.1	-0.4	-1.5
GALR2 blocker	-13	-10	-4	10	-1	-5	-16	-1
Phagocyt inh	-1	x	0	1	2	1	x	0
NPY-Y2 antag	1	13	1	7	1	2	0	3
HCT116 PTEN-null	83	26	100	85	91	92	100	86
E-sel TNF inh	5	10	x	-5	1	x	8	x
Measles CPE	7	34	20	3	7	9	3	11
Yeast lifespan up	5	8	-3	-14	-4	-2	-5	-1
BB579 growth dn	-39	-17	-50	-10	-35	-37	-49	-30
bCat KO growth	90	29	98	73	89	89	106	96

33: CC(=O)c1ccc(N2CCN(S(=O)(=O)c3cccc(S(=O)(=O)N4CCOCC4)c3)CC2)cc1
34: COC(=O)[C@H]1C[C@@H]1[C@H](NS(=O)(=O)c1ccc2ccccc2c1)c1ccccc1
35: N#Cc1c(Sc2ncc(C(F)(F)F)cc2Cl)nsc1C/C=N\OCc1ccccc1Br
36: O=C(Cc1c(Sc2ccccc2)c2ccccc2n1Cc1ccccc1)NCCO
37: CC(SC1=NCCS1)C(=O)Nc1nnc(-c2ccc(Br)cc2)s1 (centres undefined)
38: CCOC(=O)COc1ccsc1C(=O)OC
39: O=C(O)CC(C(=O)OC1CCCCC1)N1CCOCC1 (centres undefined)
40: CCOC(=O)C(NC(=O)c1ccccc1)(N1CCOCC1)C(F)(F)F (centres undefined)

Compound	33	34	35	36	37	38	39	40
MRP1 act	-3.4	-0.6	-0.5	-3.6	5.8*	0.0	-1.3	-0.4
GALR2 blocker	-9	1	-9	-6	7	8	-6	4
Phagocyt inh	-1	x	0	-5	0	x	-1	1
NPY-Y2 antag	2	1	1	-1	2	2	0	-1
HCT116 PTEN-null	90	94	83	61	55	98	95	91
E-sel TNF inh	-11	x	9	0	19	15	-3	19
Measles CPE	34	10	9	2	16	11	5	5
Yeast lifespan up	-13	1	-3	1	-13	-6	-1	-2
BB579 growth dn	9	-29	-42	2	-34	-22	16	3
bCat KO growth	90	95	100	68	50	93	91	93

41: CC(C)(C)n1nnnc1C(c1ccc(C(F)(F)F)cc1)N(Cc1ccccc1)Cc1ccco1 (centres undefined)
42: N/C(=N\OC(=O)c1ccccc1Cl)c1ccc(Cl)cc1
43: Cc1ccc(Nc2nc(N)nc(CN3CCN(C(=O)c4ccco4)CC3)n2)cc1Cl
44: O=S(=O)(Nc1ccc(Cc2ccncc2)cc1)c1ccc(Cl)c(Cl)c1
45: CCOC(=O)c1sc2ncnc(N3CCN(c4ccc(OC)cc4)CC3)c2c1C
46: CCOC(=O)N1CCN(C(c2ccccc2)c2sc3nc(C)nn3c2O)CC1 (centres undefined)
47: CCn1c(=O)c2ccccc2n2c(SCC(=O)N3CCc4ccccc4C3)nnc12
48: COc1ccccc1N1CCN(C(=O)COc2ccc(Cl)cc2Br)CC1

Compound	41	42	43	44	45	46	47	48
MRP1 act	-3.5	-2.7	-1.6	1.6	0.4	-1.1	-2.7	-4.1
GALR2 blocker	5	0	6	2	7	2	-2	10
Phagocyt inh	x	-1	0	x	-1	x	2	4
NPY-Y2 antag	7	3	2	-1	-3	1	1	6
HCT116 PTEN-null	44	96	99	67	89	90	97	69
E-sel TNF inh	8	-50	6	2	-13	-19	19	-2
Measles CPE	55	7	18	27	1	14	7	31
Yeast lifespan up	-8	-9	-1	-6	-3	x	-6	-5
BB579 growth dn	-18	42	-63	7	-12	-8	-20	-63
bCat KO growth	43	92	89	61	66	85	92	82

49: CN(C)CCCNC(=O)CCC1CCCCC1
50: O=C1CC(N2CCN(CCc3ccccn3)CC2)C(=O)N1c1ccc(Cl)cc1 (centres undefined)
51: Cc1cc(C(F)(F)F)c(C#N)c(SCC(=O)NC2CC2)n1
52: COC(=O)c1ccc(CC(=O)c2c(C)cc(O)cc2O)o1
53: Cc1ccc2c(c1)[nH]c1c(=O)n(CCC3=CCCCC3)cnc12
54: Cc1cc(N2CCN(C)CC2)nc(N2CCOCC2)n1
55: N#Cc1nc(-c2ccccc2Cl)oc1NCc1ccco1
56: O=C(NCc1ccc(Cl)cc1)c1cccnc1
57: O=C(Cn1c(=O)n(Cc2ccco2)c(=O)c2c3c(sc21)CCCCC3)Nc1ccccc1

Compound	49	50	51	52	53	54	55	56	57
MRP1 act	-1.4	-0.3	0.7	0.5	-0.1	-0.9	-0.8	-0.7	0.1
GALR2 blocker	3	-11	-7	-7	-2	0	6	2	-14
Phagocyt inh	0	x	0	1	-2	-1	0	-1	0
NPY-Y2 antag	1	4	0	1	2	5	6	0	2
HCT116 PTEN-null	105	88	98	112	86	106	90	97	72
E-sel TNF inh	-30	-4	x	x	-43	-25	-12	x	-13
Measles CPE	8	1	4	3	8	22	3	10	15
Yeast lifespan up	-6	2	-5	-8	-8	-1	-30	-7	-17
BB579 growth dn	-28	-14	-12	-16	-45	-6	-5	-6	-46
bCat KO growth	95	70	100	93	88	99	89	95	77

Screen by screen, from the results shown:
Compounds 51–57 in MRP1 act read 0.7, 0.5, -0.1, -0.9, -0.8, -0.7, 0.1
Compounds 51–57 in bCat KO growth read 100, 93, 88, 99, 89, 95, 77
Compounds 51–57 in Yeast lifespan up read -5, -8, -8, -1, -30, -7, -17
